# Screening data (PubChem BioAssay)
# EBV LMP1 NFkB: inhibitors of Epstein-Barr LMP1-induced NF-kappaB reporter | LMP1-induced NF-kappaB luciferase reporter cells, luminescence | inhibition, % at 12.5 µM | 350,000 compounds, 0.69% hits; in the data active = inhibition above about 41%;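 also: 0% = neutral control wells and 100% = reference inhibitor control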
# MITF TRPM1 inh: inhibitors of MITF-driven TRPM1 promoter in melanoma cells; SK-MEL-5 TRPM1 promoter luciferase, 24 h; inhibition, % at 12.5 µM; 330,000 compounds, 0.83% hits; AID 488899;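 active = mean inhibition across replicates of 60% or more, whatever share of single replicates reaches that level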; also: values of inactives mirror those of a sister screen read the other way
# Peg3 promoter: reduces Peg3 promoter-driven luciferase expression in HeLa. 360,000 compounds, 1.7% hits. HeLa PEG-Prom luciferase reporter, luminescence, overnight. inhibition, % at 20 µM;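 active = inhibition of at least 50% at 20 µM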
# HIF-2a block: HIF-2a inhibition; 786-0 RCC cells HIF-2a reporter, luciferase luminescence, overnight; inhibition, % at 18.8 µM; 360,000 compounds, 0.72% hits;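 active = inhibition of the luminescence signal of 40% or more relative to plate controls, in a single-dose primary screen at 18.75 µM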
# NR2E3 ag-1: human photoreceptor-specific nuclear receptor agonism; 360,000 compounds, 0.35% hits; CHO-S Gal4-NCOR/VP16-NR2E3 two-hybrid, luciferase; inhibition of corepressor binding, % at 3.98 µM; Q9Y5X4; AID 602229;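 active = inhibition above the mean of all tested compounds plus 3 SD, cut at about 70% in these data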;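 also: 0% = DMSO with NR2E3 transfected cells and 100% = cells lacking NR2E3 construct; higher means lower luciferase signal from less NR2E3 corepressor binding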
# Target sequence (Q9Y5X4 whole entry, looked up, the tested form may be a part): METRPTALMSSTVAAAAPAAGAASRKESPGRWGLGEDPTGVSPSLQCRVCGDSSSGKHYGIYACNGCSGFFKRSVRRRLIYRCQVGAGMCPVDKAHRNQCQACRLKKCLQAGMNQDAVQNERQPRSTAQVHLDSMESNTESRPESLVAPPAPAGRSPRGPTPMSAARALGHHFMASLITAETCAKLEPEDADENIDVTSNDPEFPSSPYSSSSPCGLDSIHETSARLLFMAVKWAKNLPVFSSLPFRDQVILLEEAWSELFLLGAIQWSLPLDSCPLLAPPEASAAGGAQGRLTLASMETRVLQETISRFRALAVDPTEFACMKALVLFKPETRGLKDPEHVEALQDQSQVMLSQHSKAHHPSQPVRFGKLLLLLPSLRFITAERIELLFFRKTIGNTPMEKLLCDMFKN
# CF NFkB inh: blocks PAF-induced NF-kB reporter in cystic fibrosis cells. KKLEB NF-kB-GFP reporter, GFP fluorescence overnight. inhibition, % at 5 µM. 360,000 compounds, 0.86% hits. AID 588850;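 active = at least 50% inhibition at 5 µM, scaled per plate between neutral and stimulator controls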;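 also: PAF is a Pseudomonas aeruginosa culture filtrate used as stimulus; plate controls were PAF-stimulated DMSO wells for no effect and unstimulated DMSO wells for full effect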
# KKLEB tox: counter-screen for CF NF-kB inhibitors: cytotoxicity. KKLEB CF airway cells viability, ATPlite luminescence, overnight; stronger effect = lower value; cells stimulated with P. aeruginosa culture filtrate. activity change (cytotoxicity), % at 5 µM. 360,000 compounds, 0.36% hits;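 active = corrected activity change at or below -50% at 5 µM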
# NR2E3 ag-2: agonists of human nuclear receptor NR2E3 | inhibition of corepressor binding, % at 4.78 µM | AID 2300 | GST-NR2E3/biotin-RetCOR TR-FRET, 1536-well | 320,000 compounds, 0.12% hits;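 active = percent inhibition above the cutoff of mean plus 3 SD of all tested compounds, set per screening campaign, cut at about 20% in these data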;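 also: 0% = DMSO wells and 100% = biotin wells as full block of FRET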
#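 System: GST-tagged NR2E3 plus biotinylated RetCOR corepressor; Amount: 1.35 nM GST-tagged NR2E3 final; Dosing: single nominal compound dose of 4.8 µM; Schedule: 5 h incubation at 4 °C; Technique: TR-FRET with europium anti-GST and streptavidin-D2, 340 nm excitation; Controls: biotin wells as high control, 0.6% DMSO wells as low control.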
# Shn3 inh set2: inhibitors of Schnurri-3 3'UTR reporter in osteoblasts; Clone20 osteoblast Shn3 3'UTR firefly luciferase, 24 h; inhibition, % at 12.5 µM; 360,000 compounds, 0.52% hits;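 active = mean inhibition of at least 75% with every replicate also reaching 75%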;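 also: 0% = median of neutral control wells and 100% = pilot-screen positive control compound; some compounds past the cut are filed as inactive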
# hiPSC survival: hiPSC single-cell survival enhancement; ATPlite luminescence; 100% = ROCK inhibitor wells, 0% = DMSO; AID 602274; 360,000 compounds, 0.044% hits; survival enhancement, % at 20 µM; in the data active = survival enhancement above about 18%;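 also: cells exposed to compounds for 16 hours before the ATP read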
# C8 TRAIL sens: caspase-8 TRAIL sensitization; NB7+C8 cells + TRAIL, ATPlite viability luminescence; inhibition (viability loss, TRAIL sensitization), % at 10 µM; 360,000 compounds, 1% hits; AID 624354;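 active = compounds causing at least 50% loss of cell viability in the single-dose screen, relative to plate controls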
# * = called active by the depositor; nt = no result given. This is a subset; rates above refer to the full screens.
mol	KKLEB tox	C8 TRAIL sens	EBV LMP1 NFkB	MITF TRPM1 inh	NR2E3 ag-1	Shn3 inh set2	hiPSC survival	HIF-2a block	CF NFkB inh	Peg3 promoter	NR2E3 ag-2
CC(=O)N1CC=CC1(C)C(=O)NCc1cc(F)cc(C(F)(F)F)c1 (configuration not stated)	6	8	3	6	-15	7	3.3	9	-24	-7	1
COc1ccc(OC)c(/C=C2\SC(=S)N(C(C(=O)O)c3ccccc3)C2=O)c1 (configuration not stated)	19	-2	3	2	9	13	0.1	25	-21	9	-1
CCCCC#Cc1ccc(C(=O)NNC(=O)Nc2cc(Cl)cc(Cl)c2)o1	-6	5	1	4	-8	-5	2.7	13	9	23	-1
O=C(O)c1cccc(NC(=O)c2ccc3c(c2)C(=O)N(c2cccc([N+](=O)[O-])c2)C3=O)c1	7	-14	3	-3	-5	-37	-0.7	18	-10	4	1
COc1cc(OC)c(OC)cc1CN1CCN(C(=O)c2cccc3ccccc23)CC1	-5	2	-21	6	-17	8	-0.2	18	8	17	4
CCOC(=O)c1cn2nc(-c3ccc(OC)cc3)cc2nc1C1CCN(C(=O)OC(C)(C)C)CC1	-22	-16	0	7	-17	28	-1.8	13	27	13	-1
CCOC(=O)CSc1nc(C)c(C(=O)OCC)s1	0	-1	-6	2	-27	21	-1.2	7	5	-6	3
Cn1cc(CN2CCc3sccc3C2)c(-c2ccccc2F)n1	3	-23	-3	-7	4	-10	0.8	6	0	2	1
C=Cc1ccc(Cn2c(C)c(C(=O)NCc3ccc(Cl)c(Cl)c3)sc2=O)cc1	-11	54*	nt	nt	-18	-9	2.1	1	1	14	nt
CC1(C(=O)Nc2ccc3c(c2)OCCO3)CCN1C(=O)c1cccc(F)c1 (configuration not stated)	-9	-16	nt	nt	-36	-10	3.2	11	-1	3	nt
CC(=O)OCCNc1nc(-c2ccccc2)nc2ccccc12	5	-10	2	11	-2	-6	-1.9	17	-17	20	1
CCC1C(C#N)=C(N)OC2=C1C(=O)CC(C)(C)C2 (configuration not stated)	3	-1	10	1	-6	-6	2.0	15	3	0	2
Cc1ccc(-c2cc(C(=O)Nc3ccc4c(c3)OCCO4)c3ccccc3n2)cc1	7	24	-23	-6	-29	16	0.2	-100	-15	-70	1
COc1ccc(/C=C/C(=O)NC2=NCCS2)cc1OC	-1	-1	-6	-75	-48	-41	-0.2	-235	2	-97	1
CC1CCN(S(=O)(=O)c2ccc(NC(=O)c3ccncc3)cc2)CC1	-17	5	8	23	34	51	0.4	20	8	14	3
O=C(NCc1ccccn1)c1ccc(Cn2c(=S)[nH]c3ccc(Br)cc3c2=O)cc1	-16	-5	6	-20	-6	8	0.4	-5	17	-31	2
COc1ccc(Cc2c(-c3ccc(C)cc3)nc3c4ccccc4ccn23)c(C)c1	8	3	nt	nt	-4	-16	-0.8	-8	-14	4	nt
COC(=O)[C@@]1(Cc2ccccc2)[C@H]2C(=O)N(C)C(=O)[C@H]2[C@H]2CN=C(SCC(=O)c3ccccc3)N21	4	-1	4	-7	-46	-7	0.3	-33	3	-31	nt
CN1CCN(Cc2nc3ccccc3c(=O)n2CC#N)CC1	-2	-9	-5	11	-18	5	-1.2	9	8	6	-4
O=C1Nc2ccc(Br)cc2/C1=C/C(=O)c1ccccc1	9	3	-1	75*	-59	65	-2.1	23	18	98*	nt
Fc1ccc(-c2cc(C(F)(F)F)nc(N3CCCCC3)n2)cc1	-9	13	-15	3	-22	2	-0.1	7	-8	9	1
CC1(C(=O)NS(=O)(=O)c2cccc(C#N)c2)CCN1C(=O)c1ccccc1CCc1ccccc1 (configuration not stated)	7	-7	nt	nt	-6	-1	-0.4	-2	8	0	nt
Cc1cccc(N2C(=O)CSC2c2cccnc2)c1 (configuration not stated)	-4	-12	-6	-5	12	-13	0.5	7	1	-14	-3
CCc1ccc(N(C(=O)c2ccco2)C(C(=O)NC2CCCC2)c2ccncc2)cc1 (configuration not stated)	5	-6	-9	-16	-57	-15	-0.3	-152	3	-51	4
C=CCNC(=S)N1CCN(S(=O)(=O)c2ccc(C)cc2)CC1	16	-21	0	-9	-11	nt	0.4	10	-16	6	9

# 3 compounds out of the list above, arranged by their value in MITF TRPM1 inh, lowest first.
molecule	MITF TRPM1 inh
O=C(NCc1ccccn1)c1ccc(Cn2c(=S)[nH]c3ccc(Br)cc3c2=O)cc1	-20
Cn1cc(CN2CCc3sccc3C2)c(-c2ccccc2F)n1	-7
COc1cc(OC)c(OC)cc1CN1CCN(C(=O)c2cccc3ccccc23)CC1	6

# Other results follow:
mol	KKLEB tox	C8 TRAIL sens	EBV LMP1 NFkB	MITF TRPM1 inh	NR2E3 ag-1	Shn3 inh set2	hiPSC survival	HIF-2a block	CF NFkB inh	Peg3 promoter	NR2E3 ag-2
Cc1ccccc1NC(=O)CCCC(=O)c1ccccc1	-4	-19	9	-1	-22	-4	0.3	-14	10	0	0
CN(C)CCn1c2c(c(SCC(=O)Nc3cccc4ccccc34)nc1=O)CCCC2	-22	-17	-2	4	3	-5	-0.5	22	25	-4	3
CCCn1c(SCC(=O)Nc2ccccc2-c2ccccc2)nnc1-c1ccoc1C	12	-4	1	5	0	15	-1.5	-1	-10	14	-1
CCOc1ccc(NC(=O)C(C)Oc2ccccc2C(=O)Nc2cccc(Cl)c2Cl)cc1 (configuration not stated)	7	-8	-7	1	-47	19	-1.3	12	-18	13	-1
COCCN(Cc1ccc(F)cc1)C(=O)c1cc2ccccc2oc1=O	17	10	-1	10	-4	-11	0.1	10	-17	-2	nt
Cc1ccc(C(=O)Nc2ccc(C)c(S(=O)(=O)Nc3ccccc3Cl)c2)s1	8	3	4	8	7	32	1.6	16	9	21	2
CC(=O)Nc1ccc(C(=O)OCC(=O)NC(=O)NC2CCCCC2)cc1	-1	-2	-19	9	-27	11	1.3	11	-3	-4	6
COC(=O)C1CCN(c2nc3ccccc3nc2C(C#N)C(=O)NCCc2ccccc2)CC1 (configuration not stated)	-10	-8	-10	16	-11	7	3.5	6	-4	8	-2
C[C@@H]1CN([C@H](C)CO)C(=O)CCCn2cc(nn2)CO[C@H]1CN(C)S(=O)(=O)c1ccc(F)cc1	-1	-7	nt	nt	29	8	-2.7	1	-58	3	nt
CCC(C)(C(=O)NC1CCCCC1)N(C(=O)CNC(C)=O)c1c(C)n(C)n(-c2ccccc2)c1=O (configuration not stated)	5	12	2	-1	-6	3	2.5	11	-12	5	-4
COCCNc1nc(NCc2cnc(C)cn2)c2sccc2n1	4	1	nt	nt	5	9	1.0	13	-21	15	nt
Cc1ccccc1Oc1nc2c(c(=O)n(C)c(=O)n2C)n1C	3	2	-2	-5	-21	-7	-0.4	19	-2	-1	-1
CC1=C(C)CS(=O)N(S(=O)(=O)c2ccc(Cl)cc2)C1 (configuration not stated)	0	6	0	30	-2	41	0.2	25	4	22	0
Cn1cnnc1SCC(=O)Nc1nc(-c2ccc(F)cc2)cs1	-3	29	-2	1	-20	-10	-0.8	-48	1	-21	2
c1coc(-c2nnc3n2C2(CCCC2)Cc2ccccc2-3)c1	-2	-8	-11	2	9	-9	14	18	15	11	3
O=C(Nc1ccccc1)C1=C[C@H](C2CCCCC2)C[C@H](OCCCCO)O1	-11	9	5	-68	-32	-58	-1.3	-174	11	-157	0
O=C(NCCN1CCOCC1)C1CCN(Cc2ccccc2O)CC1	4	5	-11	6	-7	-4	1.4	0	10	6	1
Cc1cc(OC(=O)c2ccccc2C)c([N+](=O)[O-])c(=O)[nH]1	18	23	-5	3	10	-3	-0.5	8	0	14	1
O=S(=O)(Nc1ccccn1)c1cnc(Cl)c(Br)c1	-3	2	8	8	12	4	0.3	16	8	3	1
CCOC(=O)c1nnn(-c2nonc2N)c1CN1CCCC1	-3	1	-20	-3	-7	13	-0.2	19	6	12	1
N#Cc1nc(Cc2cccc3ccccc23)oc1N1CCN(c2ccccc2)CC1	3	-4	8	10	5	0	5.3	27	19	13	-2
CCn1c(SC)nnc1C1CCN(CC(=O)Nc2ccccc2N2CCOCC2)CC1	16	-3	3	nt	1	14	-0.7	-9	-16	9	-2
O=C1CCC(=O)N(c2ccccc2)N1	2	-1	4	0	-5	-27	0.8	9	-10	7	-1
COc1ccccc1CNC(=O)c1ccoc1C	-2	0	-4	-1	0	-5	2.0	7	9	-2	1
COc1ccccc1NS(=O)(=O)c1cccc(C(=O)N/N=C/c2ccc([N+](=O)[O-])o2)c1	-18	28	-55	86*	-1	53	-0.3	-91	14	14	nt
CCCCNS(=O)(=O)c1ccc2nc(-c3cccnc3)cc(C(=O)NC3CC3)c2c1	-12	3	-9	-6	-6	-4	1.8	13	-3	25	3
CCOC(=O)c1cnc(-c2ccccc2)nc1Oc1ccccc1	-13	7	4	11	-2	10	3.3	4	12	26	2
CC1=CC(C)C(/C=N/N=C(N)N)C(C)C1 (configuration not stated)	16	-24	8	8	1	-73	-0.5	18	-18	16	1
CSc1ccccc1C(=O)NC1CCCc2ccccc21 (configuration not stated)	2	10	-3	14	7	-5	-0.3	5	-10	5	0
Cc1ccc(-n2nc3c(SCCN4CCOCC4)nnc(C)c3c2C)cc1	2	14	1	20	28	16	-1.0	10	11	-2	2
COc1ccccc1Nc1nc(N)nc(CN2CCN(c3ccccc3)CC2)n1	11	-6	4	2	-2	-10	-1.0	7	18	2	0
C#CCOCCOCCOCCNc1nc(N2CCN(C(=O)Cn3cc(CCO)nn3)CC2)nc(N2CCN(C(=O)[C@H](CCCCN)n3cc(CC(C)O)nn3)CC2)n1 (some centres not stated)	12	16	-16	-3	-31	-24	-2.0	4	-10	-1	nt
Cc1cccc(C(=O)N/N=C2/SCC(=O)N2Cc2ccccc2)c1	-2	-2	-2	-7	32	-3	-0.2	-5	-40	-16	3
CC1(C(=O)NS(=O)(=O)c2ccc(Cl)cc2)CCN1C(=O)C1(c2ccccc2)CCCC1 (configuration not stated)	10	2	nt	nt	-41	-42	-0.9	2	5	12	nt
Cc1c(C(=O)N2CCN(c3ncccn3)CC2)oc2ccc(Cl)cc12	-18	-2	-6	10	15	10	-0.8	-9	26	1	0
CCC(=O)Oc1c(C(=O)CC)cc2c(C)cc(=O)oc2c1C	-22	-12	2	1	-66	-16	-1.6	-2	-24	1	-1
CCOC(=O)C1CCN(C(=O)CCCN2C(=O)c3ccccc3C2=O)CC1	10	-13	1	-5	-23	8	-1.1	15	-5	1	-2
O=C(Nc1ccccc1)Nc1nnc([C@H]2C[C@H](O)[C@@H](CO)O2)s1	6	10	nt	nt	-18	-18	0.1	-25	9	-15	nt
